Screens: PubChem, National Center for Advancing Translational Sciences (NCATS)
Pol kappa inh – qHTS for Inhibitors of Polymerase Kappa. purified Pol kappa, fluorescent DNA synthesis assay, 10 min. actives 0.53% (n = 400,000). DNA polymerase kappa (Homo sapiens), Q9UBT6. Potency, µM (titrated, usually from 107 µM), for inactives: top-dose activity, negative = inhibition, actives largely listed as inhibitors. AID 588579, 2011; note: % is set by controls: 0 for no effect and ±100 for the full control effect
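Readout: fluorescence, taken kinetically at 0 and 10 min. Conditions: 10 nM Pol kappa, 15 min RT compound preincubation, 50 nM substrate final. Controls: enzyme-free buffer wells.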
Pol eta inh – qHTS for Inhibitors of Polymerase Eta. recombinant Pol eta, fluorescent DNA replication assay. Potency, µM (top dose mostly 114 µM), for inactives: at the top dose activity change, negative = inhibition, most hits filed as inhibitors. actives 1.2% (n = 390,000). AID 588591, 2011; note: % is set by controls: 0 for no effect and ±100 for the full control effect
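Pol eta (10 nM) was preincubated with compounds for 15 min at room temperature, after which fluorescent replication substrate (50 nM final) was added to start the reaction. Fluorescence was read kinetically at 0 and 10 min.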
BAZ2B block – qHTS Assay for Inhibitors of BAZ2B | Bromodomain adjacent to zinc finger domain protein 2B (Homo sapiens), Q9UIF8 | AlphaScreen BAZ2B-H3K14Ac peptide displacement | Potency, µM (top dose mostly 114 µM), without a hit: at the highest dose activity change, negative = inhibition, hits mostly inhibitors | actives 4.4% (n = 360,000) | AID 504333, 2011; note: % is set by controls: 0 for no effect and ±100 for the full control effect; nearly all actives have a fitted effect of over 60% in size
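Complex of BAZ2B and biotin-H3K14Ac (50 nM apiece) forms over 30 min at RT, then faces library compounds up to 110 uM for another 30 min; AlphaScreen beads added, 20 min dark incubation, luminescence read.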
BLM helicase inh – qHTS Assay for Inhibitors of Bloom's syndrome helicase (BLM); Potency, µM (titrated, usually from 56.1 µM), for the others: at the top dose activity change, negative = inhibition, usual class: inhibitors; recombinant BLM DNA unwinding, fluorescence dequenching; RecQ-like DNA helicase BLM (Homo sapiens), P54132; actives 0.2% (n = 350,000);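 note: plate controls were vehicle for no effect and no enzyme for full effect; nearly all actives have a fitted effect of over 35% in size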
Anesthetic bind – qHTS Assay for Identification of Novel General Anesthetics. Ferritin light chain (Equus caballus), P02791. AID 485281, 2010. apoferritin/1-aminoanthracene competitive binding, fluorescence. actives 0.074% (n = 350,000). Potency, µM (highest dose often 77.5 µM), inactives show at the top dose activity change, negative = displacement, usual class: inhibitors; note: % is set by controls: 0 for no effect and ±100 for the full control effect; nearly all actives have a fitted effect of over 20% in size
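Apoferritin-based anesthetic binding model; compound displacement of fluorescent 1-AMA measured as endpoint fluorescence after 10 minutes at room temperature, scaled to free-ligand and complex controls.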
POLB inh – qHTS Assay for Inhibitors of DNA Polymerase Beta. P06746. Pol beta primer extension/strand displacement, fluorescence kinetic. Potency, µM (top dose mostly 114 µM), without a hit: at the top dose activity change, negative = inhibition, most hits filed as inhibitors. actives 1.3% (n = 340,000). AID 485314, 2010; note: % is set by controls: 0 for no effect and ±100 for the full control effect
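10 nM enzyme + cpd, 15 min RT; start with substrate 50 nM final; read 0 min and after 10 min RT. Corrected, normalized data; 4-parameter Hill curve fit.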
G9a inh – qHTS Assay for Inhibitors of Histone Lysine Methyltransferase G9a; Potency, µM (doses to about 102 µM), for inactives: at the top dose activity, negative = inhibition, hits mostly inhibitors; actives 8.8% (n = 350,000); G9a H3K9 monomethylation, AlphaScreen, 2 h; note: % is set by controls: 0 for no effect and ±100 for the full control effect; nearly all actives have a fitted effect of over 75% in size
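Readings reflect AlphaScreen signal from monomethyl-H3K9 antibody detection. HMT at 20 nM; substrate b-H3K9 500 nM; cofactor SAM 20 uM; 2 h RT reaction; compounds tested as titrations in qHTS with 15 min preincubation.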
APEX1 inh – qHTS Assay for Inhibitors of the Human Apurinic/apyrimidinic Endonuclease 1 (APE1); recombinant APE1, TAMRA/BHQ-2 abasic DNA cleavage fluorescence; AID 2517, 2012; Potency, µM (top dose mostly 65.8 µM), for the others: at the highest dose activity change, negative = inhibition, most hits filed as inhibitors; actives 0.35% (n = 350,000);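 note: plate controls were vehicle for no effect and reference inhibitor for full effect; nearly all actives have a fitted effect of over 55% in size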
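Kinetic fluorescence read (525 ex/598 em nm, three reads 60 s apart) of AP-site incision; signal = third minus first read. Enzyme 0.75 nM, dual-labelled THF duplex 50 nM, compound preincubation 15 min RT.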
Pol iota inh – qHTS for Inhibitors of Polymerase Iota | DNA polymerase iota (Homo sapiens), Q9UNA4 | Pol iota fluorescent replication assay, 10 min | Potency, µM (series often up to 115 µM), for inactives: top-dose activity, negative = inhibition, hits mostly inhibitors | actives 1% (n = 390,000)
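Pol iota at 10 nM preincubated 15 min with compounds at room temperature; reaction started with fluorescent substrate, 50 nM final. Fluorescence read kinetically at 0 and 10 min; buffer-only wells as negative control.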
The depositor's hits bear a star; ? = inconclusive; . = not tested or not shown; & = joins results of further samples; [ ] = dose if it differs, or a comment. Calls come from the whole dose curve; as a rule, active = well fitted curve in the direction sought with a large enough effect; inconclusive = small, poorly fitted or top-dose-only effect, or another doubt; inactive = no such curve, though single readings can be large; an effect the other way counts as inactive or inconclusive. Potency is the fitted concentration of half-maximal effect.

SMILES	Pol kappa inh	Pol eta inh	BAZ2B block	BLM helicase inh	Anesthetic bind	POLB inh	G9a inh	APEX1 inh	Pol iota inh
O=C(c1ccco1)N1CCN(C(=O)c2cnn(-c3cccc(F)c3)c2C2CCNCC2)CC1	5%&-1%	3%&-3%	-2%	-1%&4%	0%&-10%	40%&2%	-1%	18%	29%&14%
COc1ccc(S(=O)(=O)NC2(C(F)(F)F)N=C(c3ccccc3)NC2=O)cc1 (stereo not drawn)	-17%	-11%	1%	1%	-8%	-4%	-6%	5%	-18%
CCN(C(=O)Cn1c(=O)n(-c2cc(OC)c(OC)c(OC)c2)c(=O)c2ccccc21)c1cccc(C)c1	-3%	-21%	-9%	-14%	-2%	26%	20%[59 µM]	27%	9%
COC(=O)c1sc(NC(=O)C(C)C)c(C(=O)OC)c1C	5%	-11%	?	3%	?	8%	-37%[59 µM]	-5%	2%
O=C(NCCNC[C@@H](O)COc1ccc(O)cc1)N1CCOCC1	-7%[19.4 µM]	.	.	2%	-10%[29.3 µM]	.	28%[21.5 µM]	?	.
CN(c1ccccc1)S(=O)(=O)c1cccc(C(=O)NC2CCCC2)c1	-4%	-24%	.	.	.	.	.	-8%	17%
CC(=O)Nc1ccc(SCC(=O)N(C)CC(=O)Nc2ccccc2Cl)cc1	-12%	-5%	.	.	.	.	.	-6%	57%[activator]
OC[C@H]1O[C@@H](Oc2ccc(O)cc2)[C@H](O)[C@@H](O)[C@@H]1O	-15%	1%	.	.	.	.	.	-1%	1%
O=C(COc1ccc2c(c1)CCC2)N1CCN(c2ccccc2F)CC1	-2%	-3%	10%	-4%	-4%	-1%	17%[59 µM]	1%	19%
O=C(Nc1ccc(Br)cc1)c1cccc(-n2cnnn2)c1	-4%	-14%	-18%	3%	-2%	13%	-7%	-8%	38%[activator]
CC(C(=O)NC1CCCCC1)N1CCN(S(=O)(=O)c2cccs2)CC1 (stereo not drawn)	-8%	-1%	-7%	.	.	.	6%[2.33 µM]	35%	-5%
Cn1nc(C(F)(F)F)c(-c2ccc(Br)cc2)c1NC(=O)Nc1ccc(F)cc1F	-13%	?	0%	-4%	-7%	0%	-5%	?	66%[activator]
CC(C)(C)C(=O)N(Cc1ccc(Cl)cc1)c1cnccn1	-18%	?	-1%	-3%	-12%	47%	-15%	-15%	2%
Cc1cc(=O)oc2c(C)c(OCC(=O)N3CC[C@@]4(O)CCCC[C@H]4C3)ccc12	3%	-3%	-1%	2%	-6%	28%	2%	38%	-12%
COC(=O)c1cc2c(ccn2-c2ccc(F)cc2)n1CC(=O)C(C)(C)C	-14%	-16%	21%	-8%	-13%	11%	.	17%	-24%
CCCN(CCC)c1nc2ccccc2n2c(C)nnc12	-4%	2%	14%	-6%	-1%	-28%	3%[59 µM]	0%	1%
Cc1ccc(-c2nn(-c3ccc(F)cc3)cc2C(=O)NC2CCC(O)CC2)cc1 (stereo not drawn)	-10%	-10%	-4%	.	.	.	-7%	26%	17%
CC(=O)c1c(C)[nH]c(C(=O)N2CCN(c3ncccn3)CC2)c1C	-1%	-15%	-3%	0%	-4%	-14%	?	7%	-10%
CCOc1ccc(NC(=O)c2cc(CN3CCCC3)on2)cc1	-22%	-1%	-13%	1%	3%	16%	-14%[59 µM]	.	-11%
O=C(Cn1c(=O)oc2cc(S(=O)(=O)N3CCCC3)ccc21)Nc1ccc(F)cc1F	-5%	.	2%	-10%	3%	-6%	5%[59 µM]	.	-21%
O=C(c1ccc(Cl)cc1[N+](=O)[O-])N1CCc2ccccc2C1	-12%	-16%	-30%	-5%	-14%	8%	.	9%	?
Cc1c(NC(=S)NC(=O)c2cccc(Cl)c2)c(=O)n(-c2ccccc2)n1C	-2%	-17%	?	1%	-17%	12%	.	2%	14%
N#CCCN(C(=O)Cn1nc(C(=O)O)c2ccccc2c1=O)c1ccccc1	0%	-9%	0%	1%	0%	52%	8%	-23%	59%[activator]
C=CCC(NC(=O)Cc1ccccc1)C(=O)NCCC (stereo not drawn)	-1%	8%	-2%	.	.	.	6%[0.501 µM]	14%	-2%
O=C(Oc1cccc(C(=O)N2CCOCC2)c1)c1ccc(Br)cc1	-2%	4%	23%	-2%	-15%	10%	-10%[59 µM]	-1%	9%
CCc1ccc(CNC(=O)c2cc3c(C)nc4ccccc4c3o2)cc1	9%	-11%	-1%	-8%	-17%	3%	2%[59 µM]	-8%	3%
Cc1onc(-c2c(Cl)cccc2Cl)c1COC(=O)c1ccc(Cl)cc1	-5%	-14%	50%[activator]	-8%	-2%	15%	275%[activator]	-8%	26%
COc1cc(NC(=O)C2CC2C)c(C(=O)O)cc1OC (stereo not drawn)	-8%	-2%	3%	-2%	-6%	6%	-5%[59 µM]	?	6%
O=C(Nc1cccnc1Cl)c1ccc(S(=O)(=O)N2CCCCCC2)cc1	-8%	4%	-7%	-14%	?	6%	-40%[59 µM]	-15%	-10%
O=C(COC(=O)c1ncc(Cl)c(Cl)c1Cl)NC(=O)c1ccccc1	-2%	-6%	4%	.	.	.	-30%	39%[activator]	-1%
CN(C)CCNC(=O)C1(O)c2cc(Br)ccc2NC(=O)N1c1ccc(Cl)cc1 (stereo not drawn)	-3%	-5%	2%	-3%	5%	-9%	2%	4%	42%[activator]
COC(=O)[C@H](CC(C)C)NC(=O)N1CCC(C)CC1	-5%	-4%	5%	-1%	-10%	92%[activator]	11%	4%	58%[activator]
Cc1ccc(NC(=O)c2cc(NC(=O)c3ccco3)ccc2N2CCOCC2)cc1Cl	-2%	-17%	6%	-3%	-16%	-1%	3%[59 µM]	0%	-7%
CC(C)c1c(C(=O)N/N=C/c2ccncc2)nnn1-c1nonc1N	3%	-3%	-2%	2%	-2%	6%	-3%	51%[activator]	26%
NC(=O)c1ccc(=O)n(Cc2ccc(Cl)cc2Cl)c1	-19%	-6%	-5%	-3%	-1%	3%	15%	6%	13%
COc1ccc(NC(=O)CN2C(=O)NC3(CCCC3)C2=O)cc1OC	-17%	-7%	-1%	-3%	8%	59%	-7%	42%	?
COc1cccc(C2(O)C(=O)Nc3ccccc32)c1 (stereo not drawn)	7%	-11%	3%	-3%	4%	10%	11%[2.33 µM]	58%[activator]	8%
O=S(=O)(c1cccc(COc2c(Cl)cccc2Cl)c1)N1CCOCC1	2%	-21%	7%	.	.	.	19%	24%	-9%
O=C1CN(C(=O)c2cccc(Br)c2)C(c2ccccc2)c2cc(Cl)ccc2N1 (stereo not drawn)	0%[60.1 µM]	-17%	-22%	-8%	-11%	-1%	?	.	15%
C/C=C/C(=O)Nc1cccc(C2=NOC3(C2)C[C@@H](C(N)=O)N(C(=O)c2cc([N+](=O)[O-])cc([N+](=O)[O-])c2C)C3)c1 (stereo partly drawn)	-6%	-5%	-18%	1%	-21%	9%	9%[59 µM]	-4%	-22%
CCOCCCNC(=O)C1CCN(c2nc3ccc(C)cc3[nH]2)CC1	-7%[60.1 µM]	-13%	5%	2%	-10%	12%	-2%[59 µM]	.	16%
COc1ccc2[nH]cc(CCNc3ccnc(-c4cccnc4)n3)c2c1	0%[60.1 µM]	.	.	-8%	.	.	5%[0.501 µM]	15%	.

A portion of the library; count on the stated rates, not on these rows.
